# Bioassay records deposited in PubChem by several laboratories.
# HIV peptide binding: inhibitors of HIV fusion peptide binding, primary screen, biochemical, uHTS, fluorescence dequenching (AID 1986) | cell-free peptide binding, fluorescence dequenching, 30 min; higher % means a stronger effect | inhibition, % at 20 µM, or IC50 in µM where a hit was titrated | actives 0.3% (n = 290,000); in the data active = inhibition mostly above about 52%, no sharp cut-off; inactive = mostly below about 76%; also: some results filed as inactive read as strong as hits
# PhoP inhibition: PhoP-dependent GFP reporter repression – Salmonella Typhimurium, primary screen (AID 1863); S. Typhimurium PhoP-regulated promoter GFP reporter, 4 h; higher % means a stronger effect; one-dose inhibition, % at 50 µM; IC50 in µM for titrated hits; actives 0.16% (n = 300,000);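 active = inhibition over 29.93%, a cutoff 3 SD above the screen mean, later confirmed by dose response; inconclusive = inhibition over 29.93% but no dose response follow-up; inactive = inhibition at most 29.93% or unconfirmed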;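 also: 0% = low Mg2+ inducing control and 100% = high Mg2+ repressing control; strong numbers were not always called active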
# Siah-1 displacement: Siah-1 peptide-binding antagonists, primary screen, biochemical, fluorescence polarization, rhodamine-plectin, uHTS (AID 1817); Siah-1 / rhodamine-plectin peptide fluorescence polarization; higher % means a stronger effect; one-dose displacement, % at 20 µM; IC50 in µM for titrated hits; actives 0.02% (n = 290,000);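 active = displacement of at least 50% at 20 µM, with a fluorescence ratio check between 0.3 and a set limit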;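 also: plate controls were Siah plus tracer with DMSO for no effect and tracer alone without Siah for full effect; strong numbers were not always called active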
# HEK293 NOD2/NF-kB: NOD2 signaling inhibitors, cell-based, luminescence, uHTS, HEK293 (AID 1566) | HEK293 NOD2/NF-kB luciferase reporter, luminescence; higher % means a stronger effect | inhibition, % at 4 µM, or EC50 in µM where a hit was titrated | actives 0.63% (n = 290,000); also: many of its hits are not listed in these tables
# KOR beta-arrestin-1: KOR antagonists, beta-arrestin recruitment, cell-based, luminescence, uHTS (AID 1778). KOR beta-arrestin recruitment, luminescence, antagonist mode; higher % means a stronger effect. inhibition, % at 10 µM; hits with a dose series show IC50 in µM. actives 0.091% (n = 290,000); also: strong numbers were not always called active
# Myeloid diff 2: myeloid differentiation induction; calls only at 10 µM; ER-HoxA9 myeloid progenitors, lysozyme-GFP differentiation, flow cytometry; actives 1% (n = 360,000); AID 624256;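 active = normalized GFP-positive differentiation at or above the plate's own cutoff, the solvent-only control mean plus 3 SD; inconclusive = no clear call, values can overlap the other calls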;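 also: cells exposed to compound for four days before flow analysis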
# LYP phosphatase: inhibitors of LYP phosphatase, biochemical, fluorescence intensity, uHTS (AID 1779) | recombinant LYP phosphatase, fluorescence intensity; higher % means a stronger effect | inhibition, % at 11.5 µM, or IC50 in µM where a hit was titrated | actives 0.054% (n = 290,000);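 also: plate controls were vehicle with enzyme for no effect and no enzyme for full effect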
# KOR beta-arrestin-2: kappa opioid receptor activators – cell-based, luminescence, uHTS, primary screen (AID 1777). KOR beta-arrestin recruitment, luminescence; higher % means a stronger effect. activation, % at 10 µM, or EC50 in µM where a hit was titrated. actives 0.02% (n = 280,000); in the data active = activation above about 50%, passing the limit was not always enough; also: a part of the inactive calls stands beside numbers as strong as those of hits
# NOD1 NF-kB reporter: NOD1 signaling inhibitors, primary screen, cell-based, luminescence, uHTS (AID 1578); actives 1% (n = 290,000); inhibition, % at 4 µM; hits with a dose series show EC50 in µM; NOD1-driven NF-kB luciferase reporter cells, luminescence; higher % means a stronger effect; in the data active = inhibition mostly above about 36%, no sharp cut-off; inactive = mostly below about 34%;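 also: HEK-293T reporter cells stimulated with the NOD1 agonist gamma-tri-DAP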
# Myeloid diff 2 GFP+ MAC1+ %: recorded beside Myeloid diff 2, whose call it bears; GFP+ MAC1+ double positive, %; measured here: differentiation confirmed by MAC1 staining
# * hit, by the source's call; i = inactive; ? = inconclusive; / = no result given; [ ] = dose if it differs, or a comment. Rule as the data show it, unless noted: active = inhibition above about 50%; inactive = the rest. The list is partial; count on the stated rates, not on these rows.
SMILES,HIV peptide binding,PhoP inhibition,Siah-1 displacement,HEK293 NOD2/NF-kB,KOR beta-arrestin-1,Myeloid diff 2,Myeloid diff 2 GFP+ MAC1+ %,LYP phosphatase,KOR beta-arrestin-2,NOD1 NF-kB reporter
Cc1nccn1CCOc1ccc(Cl)cc1,0.3%,0%,12%,12%,22%[20 µM],i,0.8,-10%,-5.4%,-17%
CC(C(=O)N(C)Cc1ccccc1)N1CCN(C/C=C/c2ccccc2)CC1 (stereo not given),16%,-5%,11%,14%,6%,i,0.5,-12%,-2.7%,-1%
CCOCCCNC(=S)N(Cc1ccco1)Cc1cc2cc3c(cc2[nH]c1=O)OCCO3,2.0%,3%,-3%,19%,-16%,i,0.2,2%,-3.8%,-14%
COc1cccc(/C=N/Nc2cc(C)nc(-c3ccccc3O)n2)c1O,-2.4%,/,-6%,5%,-144%,i,1.0,2%,6.0%,-4%
COC(=O)c1cccc(NC(=O)CSc2nc(O)c(-c3ccccc3)c(=O)[nH]2)c1,3.1%,0%,1%,10%,-13%[20 µM],i,0.2,-6%,-3.9%,-12%
COc1ccc(NS(=O)(=O)c2cc(NC(=O)CC3CCCC3)ccc2N2CCOCC2)cc1,-0.6%,5%,-6%,4%,-12%,i,0.7,-1%,-3.9%,-2%
CC1C(=O)C(C)(C)C(=O)OC1c1ccc([N+](=O)[O-])cc1 (stereo not given),1.9%,-3%,1%,-12%,-7%,i,0.3,-3%,-1.6%,-3%
COc1ccc(CC2(CO)CCN(Cc3cccc(OC)c3OC)CC2)cc1,0.9%,-7%,4%,6%,-1%[20 µM],i,0.4,-6%,-1.1%,-19%
Cc1ccc(C)c(N2CCN(C(=O)Cc3ccc(NC4=NC5CS(=O)(=O)CC5S4)cc3)CC2)c1 (stereo not given),-1.0%,/,9%,8%,-13%[20 µM],i,2.6,-3%,-0.4%,54%
OCc1cc(CO)c(O)c(CCc2ccccc2)n1,-1.6%,7%,2%,15%,1%,i,0.5,-7%,-1.8%,4%
COC(=O)c1cc(=O)n2c(sc3ccccc32)c1C#N,4.9%,-18%,9%,2%,13%,i,0.5,-13%,3.0%,-12%
CC(C)(C)NC(=O)NC(=O)COC(=O)c1ccc(OC(F)F)cc1,-0.8%,0%,5%,10%,20%,i,0.6,-6%,0.4%,-5%
COC(=O)C(C)Oc1ccc2c(c1)O/C(=C\c1ccco1)C2=O (stereo not given),17%,-2%,2%,14%,10%,i,0.6,-1%,4.2%,1%
CCOc1ccccc1N(CC(=O)NC1CCCCC1)C(=O)CCC(=O)Nc1nccs1,-0.9%,3%,0%,-10%,6%,i,0.4,-7%,-2.4%,-45%
Cc1nc2sc(C(c3ccco3)N3CC(C)OC(C)C3)c(O)n2n1 (stereo not given),0.5%,-8%,-7%,8%,-27%,i,0.8,2%,-1.7%,0%
COc1ccccc1NC(=O)CSc1nnnn1C1CCCCC1,1.5%,-4%,-3%,8%,-2%,?,/,-5%,-1.5%,-3%
CCCc1c(C(=O)Nc2cc(C)on2)cnn1-c1ccccc1,0.0%,-10%,2%,9%,17%,i,0.4,-4%,/,-6%
Cc1c(C(=O)C(=O)NCc2ccco2)c2ccccc2n1C,0.9%,-5%,1%,11%,-2%,i,0.5,-4%,-4.1%,-22%
Cc1cc(C)n(CCN(C)C(=O)C2CCC(=O)N(CCc3cccc(F)c3)C2)n1 (stereo not given),1.9%,0%,0%,-12%,-36%,i,5.7,-12%,7.6%,-6%
COc1ccc(-c2nc3ccccc3c(=O)n2CCOc2c(C)cccc2C)cc1,2.4%,4%,10%,3%,-46%,i,0.2,1%,5.9%,1%
O=C(Nn1c(=O)[nH]c2ccccc2c1=O)c1ccco1,0.0%,-4%,-1%,-12%,-15%,i,0.9,-7%,-4.5%,-10%
COc1cc(NC(=O)c2ccccc2[N+](=O)[O-])ccc1NC(=O)C(C)C,-1.6%,7%,6%,6%,13%,i,2.0,-6%,-2.4%,1%
Cc1ccc(NC(C)C(=O)N/N=C/c2ccc([N+](=O)[O-])s2)cc1 (stereo not given),-3.9%,-18%,-1%,23%,2%,i,0.5,5%,-2.2%,26%
CC(C)(C)c1ccc(C(=O)NCc2nnc(SCC(=O)NC3CCCCC3)o2)cc1,-0.8%,-5%,3%,-1%,2%,i,1.4,-8%,1.7%,-9%
Cn1c(C(=O)NCCN2CCOCC2)cc2c(=O)n3ccccc3nc21,-1.4%,-10%,-6%,8%,0%,i,1.1,-24%,3.3%,10%
COc1ccc(NC(=O)CSc2ccc(-c3cccnc3)nn2)c(OC)c1,-1.4%,-2%,0%,12%,-14%,i,1.6,-7%,3.9%,-28%
COc1ccc2c(c1)CCc1c(C(=O)NCc3ccc(Cl)cc3)noc1-2,1.6%,12%,2%,11%,-95%,i,0.6,-4%,8.7%,-27%
O=S(=O)(Nc1ccc(Oc2ncccn2)c(Cl)c1)c1ccc(Cl)cc1,0.4%,9%,-4%,-4%,-11%,i,0.3,-6%,-3.5%,17%
O=C(CCCC(=O)OCC(=O)c1cccs1)Nc1ccc(Oc2ccccc2)cc1,1.0%,-3%,1%,-6%,-36%,i,0.9,-6%,11%,-28%
O=C(CNC(=O)c1ccccc1F)N/N=C/c1cccnc1,1.0%,-10%,30%,-4%,-7%,i,1.2,-13%,5.9%,-10%
Cc1cc(C)c2cc3c(N)c(C(=O)N4CCOCC4)sc3nc2c1,1.5%,-12%,8%,0%,-6%,i,0.2,-4%,0.5%,-33%
COc1ccc(-c2cc(=O)oc3c(C)c(OCC(=O)NCC4CCC(C(=O)O)CC4)ccc23)cc1 (stereo not given),1.8%,/,0%,23%,-7%[20 µM],i,2.3,-3%,-2.4%,-23%
COC(=O)c1cc(NC(=O)c2ccc([N+](=O)[O-])cc2)c(=O)oc1C,-2.2%,-2%,5%,5%,33%,i,0.3,-10%,-6.4%,-44%
COC(=O)Cc1cc(=O)[nH]c(/N=C(\N)Nc2ccc(C)cc2C)n1,-1.9%,2%,-8%,3%,-38%,i,1.4,-4%,2.1%,7%
Cc1ccc2c(c1)N(C(=O)CCC(=O)N1CCOCC1)CC(C)O2 (stereo not given),-1.5%,/,0%,10%,-17%[20 µM],i,3.4,-10%,-6.3%,-49%
CC(=O)Nc1cc(Cl)ccc1OS(=O)(=O)c1ccc(C)cc1,-1.3%,8%,6%,19%,-36%,i,0.3,-7%,4.6%,-22%
CNC(=O)/C(C#N)=C/c1c(N(Cc2ccccc2)Cc2ccccc2)nc2ccccn2c1=O,-3.7%,-14%,8%,15%,2%,i,0.8,0%,6.6%,-9%
S=c1nc(-c2ccccc2)oc2c1CCCC2,4.1%,10%,4%,-91%,-22%,i,0.3,-4%,0.4%,-13%
O=C(Cc1ccc(Cl)cc1Cl)Nc1ccc(OC(F)F)c(Cl)c1,1.2%,-5%,-7%,-22%,-32%,i,1.5,1%,13%,-15%
Cc1ccc(Nc2cc(C)c(O)c(C)c2)cc1,-3.7%,8%,-7%,12%,2%,i,0.2,1%,2.9%,-10%
COc1cc(C(=O)N(C)C2CCCCC2)ccc1OC1CCN(C(C)=O)CC1,-0.6%,-6%,-4%,-12%,-21%[20 µM],i,0.2,-4%,-2.9%,-32%
CCCCC(=O)Oc1ccccc1C1SCc2cc(C)c(C)cc2CS1,0.1%,3%,7%,-8%,2%,i,0.2,-1%,-4.5%,-16%
CC1CCN(C(=O)CN(CCc2ccccc2)S(C)(=O)=O)CC1,1.3%,-6%,2%,9%,-2%,i,0.9,4%,-1.8%,-24%
CCN(CC)S(=O)(=O)c1ccc(OC)c(NC(=O)c2cc(=O)[nH]c3ccccc23)c1,-1.4%,23%,4%,12%,-5%,i,1.4,-3%,-7.2%,-31%
CC(=O)c1c(C)[nH]c(C(=O)Nc2cccc(C(F)(F)F)c2)c1C,0.0%,6%,1%,-11%,-32%,i,1.2,-1%,4.4%,-43%
CNC(=O)CSc1nnc(-c2ccncc2)n1Cc1ccccc1,-0.1%,14%,1%,19%,-9%,i,0.5,-2%,2.9%,9%
O=C(CCN1C(=O)c2ccccc2C1=O)Nc1cccc(O)c1,-2.1%,7%,-2%,13%,13%,i,0.7,-8%,-8.7%,2%
N=c1ccn(Cc2cccc(F)c2)cc1,-0.5%,7%,-2%,16%,19%,?,/,-6%,2.5%,3%
CCCN(CCC)CCCNC(=O)c1cc2cc3ccc(OC)cc3nc2o1,-0.1%,0%,0%,9%,-8%,i,1.1,-43%,0.2%,3%
O=C(O)C1CCC(=O)N(C2CCCCC2)C1c1ccccc1Cl (stereo not given),-0.2%,-10%,10%,24%,-7%,i,0.2,-10%,-5.1%,-4%
COc1ccc(C(=O)CC(=O)C(=O)Nc2cc(Cl)c(OC)cc2OC)cc1,2.5%,4%,21%,18%,-6%,i,0.8,-4%,-2.5%,-7%
Cc1c(-c2ccc(F)cc2)nc(N)c(C#N)c1-c1cccs1,0.1%,4%,1%,18%,10%,i,1.6,-6%,-0.8%,14%

# No new results follow: entries from further up.
SMILES,HIV peptide binding,PhoP inhibition,Siah-1 displacement,HEK293 NOD2/NF-kB,KOR beta-arrestin-1,Myeloid diff 2,Myeloid diff 2 GFP+ MAC1+ %,LYP phosphatase,KOR beta-arrestin-2,NOD1 NF-kB reporter
CC(=O)c1c(C)[nH]c(C(=O)Nc2cccc(C(F)(F)F)c2)c1C,0.0%,6%,1%,-11%,-32%,i,1.2,-1%,4.4%,-43%
CNC(=O)CSc1nnc(-c2ccncc2)n1Cc1ccccc1,-0.1%,14%,1%,19%,-9%,i,0.5,-2%,2.9%,9%
O=C(CCN1C(=O)c2ccccc2C1=O)Nc1cccc(O)c1,-2.1%,7%,-2%,13%,13%,i,0.7,-8%,-8.7%,2%
N=c1ccn(Cc2cccc(F)c2)cc1,-0.5%,7%,-2%,16%,19%,?,/,-6%,2.5%,3%
CCCN(CCC)CCCNC(=O)c1cc2cc3ccc(OC)cc3nc2o1,-0.1%,0%,0%,9%,-8%,i,1.1,-43%,0.2%,3%
O=C(O)C1CCC(=O)N(C2CCCCC2)C1c1ccccc1Cl (stereo not given),-0.2%,-10%,10%,24%,-7%,i,0.2,-10%,-5.1%,-4%
COc1ccc(C(=O)CC(=O)C(=O)Nc2cc(Cl)c(OC)cc2OC)cc1,2.5%,4%,21%,18%,-6%,i,0.8,-4%,-2.5%,-7%
Cc1c(-c2ccc(F)cc2)nc(N)c(C#N)c1-c1cccs1,0.1%,4%,1%,18%,10%,i,1.6,-6%,-0.8%,14%
